# TRHR PAM: qHTS for Small Molecule Agonists and Allosteric Enhancers of Human TRH Receptor: Primary Screen for Enhancers | actives 0.66% (n = 360,000) | enhancement, % at 2 µM | TRHR cells, fluo-8 calcium fluorescence, EC20 TRH enhancement | Thyrotropin-releasing hormone receptor (Homo sapiens), P34981; in the data active means enhancement above about 30%; further: 0% is about no effect
#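 TRHR-expressing cells loaded with fluo-8 calcium dye were read kinetically (ex 480/em 530) during compound addition, then stimulated with an EC20 of TRH (10 nM final). Enhancement of the Gq-mediated intracellular calcium response was scored.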
# USP1-UAF1 inh: Inhibitors of USP1/UAF1: Primary Screen. actives 0.23% (n = 390,000). Potency, µM (highest dose often 57.1 µM), without a hit: top-dose activity change, negative = inhibition, hits mostly inhibitors. Ubiquitin carboxyl-terminal hydrolase 1 (Homo sapiens), O94782. recombinant USP1/UAF1, Ub-Rhodamine cleavage fluorescence. AID 743255, 2014; further: potency means the concentration at half of the fitted maximal effect; on the % scale 0 is the no-effect control and ±100 the full control effect; nearly all actives have a fitted effect of over 60% in size; inactives centre near -12
#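 USP1/UAF1 complex (1 nM) preincubated 15 min at room temperature with compound, then Ub-Rho substrate (150 nM final) added. Kinetic fluorescence at 480/540 nm over 6 reads at 60 s intervals; 50 mM HEPES pH 7.8, 0.5 mM EDTA, 0.1 mg/ml BSA, 1 mM TCEP, 0.01% Tween-20.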
# D2 antag: HTS Assay for Allosteric Antagonists of the Human D2 Dopamine Receptor: Primary Screen for Antagonists | HEK293 TREx D2 cells, calcium flux, dopamine EC80 | D(2) dopamine receptor (Homo sapiens), P14416 | actives 2% (n = 340,000) | inhibition, % at 10 µM; in the data active means inhibition above about 30%; further: 0% is about no effect
# Target sequence (P14416 whole entry, looked up): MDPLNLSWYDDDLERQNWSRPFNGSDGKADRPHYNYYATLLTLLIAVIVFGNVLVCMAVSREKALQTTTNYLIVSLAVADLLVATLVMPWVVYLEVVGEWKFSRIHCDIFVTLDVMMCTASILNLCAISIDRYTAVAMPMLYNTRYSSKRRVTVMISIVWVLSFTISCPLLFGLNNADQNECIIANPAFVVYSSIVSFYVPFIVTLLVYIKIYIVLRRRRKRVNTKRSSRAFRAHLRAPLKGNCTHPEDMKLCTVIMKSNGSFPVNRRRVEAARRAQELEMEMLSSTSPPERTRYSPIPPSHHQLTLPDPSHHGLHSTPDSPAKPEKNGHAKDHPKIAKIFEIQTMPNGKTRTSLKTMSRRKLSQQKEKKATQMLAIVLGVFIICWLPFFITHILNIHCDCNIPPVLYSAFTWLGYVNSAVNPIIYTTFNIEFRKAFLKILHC
#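 Antagonism is scored as inhibition of an EC80 dopamine-evoked calcium signal in a force-coupled, tetracycline-inducible HEK293 T-REx D2 line, with compound present 180 s before agonist.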
# IDH1 R132H inh: qHTS for Inhibitors of mutant isocitrate dehydrogenase 1 (IDH1): qHTS; AID 602179, 2012; IDH1-R132H enzyme, NADPH consumption, diaphorase/resazurin fluorescence; actives 0.093% (n = 390,000); Potency, µM (doses to about 76.6 µM), inactives show at the highest dose activity change, negative = inhibition, usual class: inhibitors; further: potency means the concentration at half of the fitted maximal effect; on the % scale 0 is the no-effect control and ±100 the full control effect; nearly all actives have a fitted effect of over 65% in size
#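 IDH1-R132H (0.5 ug/mL dispensed) in pH 7.5 Tris buffer was preincubated 30 min with compound, then given a substrate mix of 0.016 mM NADPH and 2 mM alpha-KG for 80 min at room temperature; remaining NADPH was read by diaphorase/resazurin fluorescence.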
# TRHR ag: qHTS for Small Molecule Agonists and Allosteric Enhancers of Human TRH Receptor: Primary Screen for Agonists; activation, % at 2 µM; actives 0.18% (n = 360,000); TRHR cells, calcium flux fluo-8, FDSS agonist mode; Thyrotropin-releasing hormone receptor (Homo sapiens), P34981; AID 493084, 2011; in the data active means activation above about 30%; further: 0% is about no effect
#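 Agonist-mode FDSS calcium read (Ex 480/Em 530, 1 s cycles) in 1536-well TRHR cells with fluo-8 dye, after 10-cycle baseline and 23 nL compound addition; TRH at EC20 (10 nM final) added afterwards for the enhancer phase.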
# TrxR1 substrate: qHTS Assay for Substrates of Mammalian Selenoprotein Thioredoxin Reductase 1 (TrxR1): qHTS; AID 588456, 2011; actives 0.01% (n = 390,000); purified TrxR1 substrate turnover, NADPH consumption readout; Thioredoxin reductase 1, cytoplasmic (Rattus norvegicus), O89049; Potency, µM (doses to about 114 µM), inactives show top-dose activity change, negative = substrate turnover; further: potency means the concentration at half of the fitted maximal effect; on the % scale 0 is the no-effect control and ±100 the full control effect; nearly all actives have a fitted effect of over 50% in size
# Target sequence (O89049 whole entry, looked up): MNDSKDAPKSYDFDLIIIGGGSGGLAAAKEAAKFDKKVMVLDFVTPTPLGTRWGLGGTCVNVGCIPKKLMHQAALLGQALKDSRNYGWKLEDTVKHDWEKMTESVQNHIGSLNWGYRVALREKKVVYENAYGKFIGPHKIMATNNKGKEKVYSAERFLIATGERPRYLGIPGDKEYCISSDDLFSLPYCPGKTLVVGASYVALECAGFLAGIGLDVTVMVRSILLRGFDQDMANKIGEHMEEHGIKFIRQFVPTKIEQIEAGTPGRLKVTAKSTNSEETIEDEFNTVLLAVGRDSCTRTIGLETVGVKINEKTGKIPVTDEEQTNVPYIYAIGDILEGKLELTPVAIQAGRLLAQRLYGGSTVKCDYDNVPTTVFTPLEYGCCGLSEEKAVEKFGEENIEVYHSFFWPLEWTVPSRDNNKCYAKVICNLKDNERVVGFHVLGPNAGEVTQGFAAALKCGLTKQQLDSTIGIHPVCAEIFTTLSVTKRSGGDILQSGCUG
#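 Rat TrxR1, dispensed at 90 nM, was prereduced with 400 uM NADPH (final) for 5 min at ~22 deg C, then incubated with compound 15 min before 400 uM selenite. A first-read NADPH fluorescence drop versus no-compound background flagged substrates.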
# PI4K2A inh: qHTS for small molecular inhibitors of PI4K2A; Phosphatidylinositol 4-kinase type 2-alpha (Homo sapiens), Q9BTU6; purified PI4K2A, ADP-Glo luminescence, 1 h; active compounds read low; activity change, negative = inhibition, % at 76.9 µM; actives 0.13% (n = 420,000); AID 1346378, 2018; in the data active means activity change below about -50%; inconclusive means mostly about -30% to -49%;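 further: -100% = wells without enzyme as full effect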
#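 In this quantitative HTS, ADP production by PI4K2A was quantified luminescently after 1 h at ambient temperature; 100 microM adenosine served as plate-quality control.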
# D2 agonist: HTS Assay for Allosteric Agonists of the Human D2 Dopamine Receptor: Primary Screen for Agonists | D(2) dopamine receptor (Homo sapiens), P14416 | HEK293 T-REx D2 cells, calcium flux agonist mode | activation, % at 2 µM | actives 0.53% (n = 340,000) | AID 485358, 2010;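 active means activation over 3 SD above normal in the single-dose calcium agonist read, cut at about 30% in these data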; further: 0% is about no effect
#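 Agonism scored from kinetic calcium signal (1 read/sec, 180 s) following compound pin transfer, after a 10 s baseline. Cells: HEK293 Trex line expressing inducible D2 receptor coupled to calcium, dye-loaded after overnight culture at 30 C.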
# rTrxR1 inhibitor: qHTS Assay for Inhibitors of Mammalian Selenoprotein Thioredoxin Reductase 1 (TrxR1): qHTS | recombinant rTrxR1, NADPH fluorescence consumption, selenite substrate | Potency, µM (titrated, usually from 114 µM), for the others: at the highest dose activity change, negative = inhibition, actives largely listed as inhibitors | actives 1% (n = 390,000) | AID 588453, 2011; further: potency means the concentration at half of the fitted maximal effect; on the % scale 0 is the no-effect control and ±100 the full control effect; nearly all actives have a fitted effect of over 65% in size
#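 Rat TrxR1 (90 nM in the dispensed reagent) was pre-reduced with 400 uM NADPH for 5 min at room temperature, then incubated with compound for 15 min. After 400 uM selenite was added, NADPH fluorescence (Ex 340/Em 450 nm) was followed for 8 min.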
# An asterisk follows results filed as active; ? = inconclusive; . = not tested or not shown; [ ] = remark or other dose. Unless noted, the call rests on the fitted dose curve; in most records, active means well fitted inhibition curve with a large enough effect; inconclusive means small, poorly fitted or top-dose-only effect; inactive means no such curve, though single readings can be large or run the other way. This is a random part of the collection; any-hit rate near 3.9%.
SMILES,TRHR PAM,USP1-UAF1 inh,D2 antag,IDH1 R132H inh,TRHR ag,TrxR1 substrate,PI4K2A inh,D2 agonist,rTrxR1 inhibitor
O=c1nc(-c2ccccc2)c2cc(Br)ccc2[nH]1,-1.4,-13.2%,3.5,-1.2%,-0.3,5.9%,5.3,0.7,6.5%
CCCCP(=O)(CCCC)Cc1ccccc1O,-2.5,-0.4%,-4.6,-1.5%,-0.5,3.2%[57.1 µM],-13.6,-0.1,6.4%[57.1 µM]
CCOc1ccc2nc(NC(=O)COc3ccc(N(C)S(=O)(=O)c4ccc(C)cc4)cc3)sc2c1,9.1,-6.5%,4.8,-3.2%,-1.5,0.1%,4.8,-0.5,8.5%
Cc1ccc(Cl)cc1N1CCN(C(=O)c2ccc(CN3CCOCC3)cc2)CC1,-4.0,-13.1%,-19.9,0.5%,-0.4,8.3%,0.4,0.6,20.6%
COc1ccc(OC)c(N2C(=O)CC(NNC(=O)c3ccc4c(c3)OCO4)C2=O)c1 (stereo not given),.,-32.5%,.,5.2%,.,-0.1%,-2.7,.,?
CCC(=O)N(Cc1ccco1)C1CC(=O)N(c2ccccc2)C1=O (stereo not given),6.3,1.8%,-8.1,7.8%,0.3,0.7%,-1.4,-0.1,9.7%
CC1=C(c2ccc(Cl)cc2)S(=O)(=O)N=C1N1CCN(c2cccc(C)c2)C(C)C1 (stereo not given),1.9,-11.1%,.,-15.6%,-0.5,-7.4%,7.8,-0.7,12.5%
Cc1cc(Nc2ccc3c(c2)OCCO3)c2cccc(C)c2n1,18.6,-13.6%,.,4.4%,-0.1,-1.9%,-1.9,.,-1.4%[57.1 µM]
CCn1cc(C(=O)NCCc2ccccc2)c(=O)c2cc(S(=O)(=O)N(C)C3CCCCC3)ccc21,6.7,-13.0%,.,3.3%,1.1,-9.3%,1.4,0.6,5.4%
CCCNC(=O)COC(=O)c1ccc(N2CCCC2)c([N+](=O)[O-])c1,-1.7,-3.2%,-8.1,-7.4%,-0.8,-12.8%,11.4,0.8,6.1%[57.1 µM]
O=C(CCSc1nc(-c2ccco2)cc(C(F)(F)F)n1)NCC1CCCO1 (stereo not given),-1.7,-7.9%,-15.2,0.8%,-0.2,156.4%[activator],-1.2,0.2,-20.9%
O=C(Nc1ccc(CN2CCOCC2)cc1)c1ccco1,-5.9,-15.3%,-2.0,11.5%,-0.2,-2.5%,-4.2,0.2,-0.7%
CSc1ccc(C(=O)C2CCCN(C(=O)CCc3c(C)nn(C)c3C)C2)cc1 (stereo not given),.,-5.0%,.,-1.6%,.,-17.5%,-3.6,.,-25.7%
O=C(N1CCC(n2nc(-c3ccccc3)oc2=O)CC1)C1(c2ccc(Cl)cc2)CC1,-3.0,-24.7%,6.5,-6.7%,0.5,-3.8%,1.5,0.3,26.2%
CCN1CCN(C(=S)Nc2ccc(Cl)cc2)CC1,8.2,-16.1%,-1.4,-0.1%,0.4,-0.4%,-4.7,2.2,-9.2%
Cc1ccc(NC(=O)Nc2cnccn2)cc1,0.6,-6.0%,-0.9,0.0%,-0.2,-5.8%,-5.1,-1.1,2.9%
CC1CCN(C2=C(NS(=O)(=O)c3ccc(Cl)cc3)C(=O)c3ccccc3C2=O)CC1,-2.3,-17.3%,6.6,0.0%,-0.2,1.1%,2.2,-0.9,31.9%
COc1ccc(C(=O)Nc2nc(C)c3cc4c(cc3n2)OCO4)cc1,5.1,-18.6%,11.9,0.0%,-0.5,73.0%[activator],-4.3,0.0,89.5%[activator]
CC(C(=O)N1CCc2ccccc21)N1CCc2ccccc2C1 (stereo not given),7.6,-14.7%,12.7,4.4%,0.4,4.8%,4.3,-0.8,-2.9%
COc1ccccc1CC(=O)Nc1cccc(C(=O)Nc2nccs2)c1,-1.6,-9.4%,-25.1,3.8%,-0.9,-0.8%,-7.9,-2.3,13.5%
CN(CC(=O)Nc1cccc(F)c1)C(=O)CCC1CCCCC1,-2.9,-9.4%,-3.7,8.7%,0.0,-12.6%,2.6,0.0,-11.6%
CCc1nc(Nc2ccncc2)c2oc3ccccc3c2n1,47.0*,-19.0%,-5.9,3.8%,0.0,20.7%,-1.2,0.6,-18.3%
CC(=O)Nc1ccc(NC(=O)/C=C/c2ccccc2)cc1,4.4,-3.0%,8.4,11.4%,0.3,-12.2%[57.1 µM],-18.0,1.5,13.2%[57.1 µM]
COc1ccc(OC)c(S(=O)(=O)Nc2ccc(-c3ccc4nnc(C)n4n3)cc2)c1,4.7,-12.9%,4.3,0.1%,0.0,-7.8%,0.9,-0.1,-6.7%
O=c1c2cc(F)ccc2[nH]c(=S)n1CCCN1CCOCC1,-4.5,0.6%,-4.3,-2.5%,0.7,2.3%[57.1 µM],-1.3,0.3,-30.4%[57.1 µM]

# A different layout for some results above:
# Order of results: TRHR PAM | USP1-UAF1 inh | D2 antag | IDH1 R132H inh | TRHR ag | TrxR1 substrate | PI4K2A inh | D2 agonist | rTrxR1 inhibitor
CCOc1ccc2nc(NC(=O)COc3ccc(N(C)S(=O)(=O)c4ccc(C)cc4)cc3)sc2c1
 : 9.1 | -6.5% | 4.8 | -3.2% | -1.5 | 0.1% | 4.8 | -0.5 | 8.5%
Cc1ccc(Cl)cc1N1CCN(C(=O)c2ccc(CN3CCOCC3)cc2)CC1
 : -4.0 | -13.1% | -19.9 | 0.5% | -0.4 | 8.3% | 0.4 | 0.6 | 20.6%
COc1ccc(OC)c(N2C(=O)CC(NNC(=O)c3ccc4c(c3)OCO4)C2=O)c1 (stereo not given)
 : . | -32.5% | . | 5.2% | . | -0.1% | -2.7 | . | ?
CCC(=O)N(Cc1ccco1)C1CC(=O)N(c2ccccc2)C1=O (stereo not given)
 : 6.3 | 1.8% | -8.1 | 7.8% | 0.3 | 0.7% | -1.4 | -0.1 | 9.7%

# New compounds follow.
SMILES,TRHR PAM,USP1-UAF1 inh,D2 antag,IDH1 R132H inh,TRHR ag,TrxR1 substrate,PI4K2A inh,D2 agonist,rTrxR1 inhibitor
Cc1ccc2[nH]cc(CCNC(=O)c3cccs3)c2c1,-12.8,0.6%,7.4,-0.5%,-0.7,-9.6%,-2.3,-0.1,8.2%
CCOC(=O)c1c(C)[nH]c(C(=O)C(C)OC(=O)c2oc3ccccc3c2COC)c1C (stereo not given),3.0,-5.2%,-13.6,1.8%,0.4,11.3%[57.1 µM],7.1,0.1,17.4%[57.1 µM]
COc1ccccc1NC(=S)N(Cc1cccnc1)Cc1ccco1,-5.1,3.4%,.,-3.6%,-0.4,4.4%[57.1 µM],2.4,.,-13.2%[57.1 µM]
Cc1ccccc1NC(=O)NCc1ccc2c(c1)OCO2,-5.3,-7.9%,-0.7,-14.7%,-0.4,1.7%,0.1,-1.0,22.0%
C=C(C)Cn1c(Sc2nc3ccccc3[nH]2)nc2c1c(=O)[nH]c(=O)n2C,7.4,-6.0%,.,1.3%,-0.1,-12.2%,4.0,.,-17.3%
c1ccc(-c2nc(-c3ccccn3)no2)cc1,5.9,-1.1%,-7.9,4.0%,0.0,9.5%,?,-0.5,22.3%
CN(Cc1ccccc1NCC(=O)Nc1ccccc1C#N)C1CCCCC1,-4.3,-26.6%,-12.1,10.9%,1.0,5.9%,-1.6,-0.1,28.9%
COc1cc(OC)c(NS(=O)(=O)c2ccc3c(c2)NC(=O)CO3)cc1Cl,-8.4,-23.5%,.,5.4%,-0.1,-13.4%,0.4,.,0.4%
CCCCN(C(=O)c1ccc(C)o1)c1c(N)n(CC(C)C)c(=O)[nH]c1=O,-5.8,-5.1%,5.2,-13.4%,1.6,-2.9%,3.3,-1.0,9.9%
CCOC(=O)C1(C(F)(F)F)N=C(c2cccnc2)OC(N2CCCCC2)=N1 (stereo not given),0.6,-3.0%,2.0,-0.6%,-0.3,-12.9%,-2.2,-0.5,-12.9%
O=C(NCCN1CCCCC1)c1ccc(Oc2cc(Cl)cc(Cl)c2)o1,0.8,-6.2%,25.4,3.4%,0.7,2.2%,6.8,-0.2,11.8%
CC1(C)CC(=O)c2cnc(NC3CC3)nc2C1,4.4,-0.7%,8.0,-0.8%,0.5,-1.8%,-1.1,0.8,-7.9%
COc1ccc(CC(=O)Nc2ccc(S(=O)(=O)Nc3nccc(C)n3)cc2)cc1,0.9,-10.7%,-3.2,-0.7%,0.8,9.7%,-1.6,-0.2,16.4%
Cc1cccc(OCC(=O)NCC(=O)N/N=C/c2cc(Br)ccc2OCc2ccccc2)c1,2.5,-21.8%,.,-6.4%,-0.4,12.6%,5.5,.,33.0%
CC(=O)Nc1ccc(Nc2nc3ccc(C)cc3n3nnnc23)cc1,6.8,-2.3%,.,-13.4%,-0.4,3.8%,-4.2,0.5,-8.8%
Nc1nonc1N/N=C/c1c(O)ccc2ccccc12,4.2,-16.2%,8.6,-0.1%,0.5,-4.0%,2.5,0.2,4.8%
Cc1[nH]n(-c2ccccc2)c(=O)c1C=Nc1ccc(S(=O)(=O)N=C(N)N)cc1,-3.6,-32.0%,-5.8,4.1%,-0.2,0.8%,-13.9,0.0,-0.3%
COCC(=O)NCCNc1nc2ccc(C)cc2cc1C,-0.6,-1.6%,-1.8,4.7%,-0.1,37.7%[activator],4.1,0.7,7.9%

# Screening results: PubChem, National Center for Advancing Translational Sciences (NCATS)
